ZTA counter = ZTA (EBV) inhibition in EBNA-1 counter-screen; P03206; ZTA-DNA binding, fluorescence polarization; inhibition, % at 11 µM; 0.15% of 320,000 active; AID 2234; in the data active = inhibition above about 33%
Target sequence (P03206 whole entry, looked up): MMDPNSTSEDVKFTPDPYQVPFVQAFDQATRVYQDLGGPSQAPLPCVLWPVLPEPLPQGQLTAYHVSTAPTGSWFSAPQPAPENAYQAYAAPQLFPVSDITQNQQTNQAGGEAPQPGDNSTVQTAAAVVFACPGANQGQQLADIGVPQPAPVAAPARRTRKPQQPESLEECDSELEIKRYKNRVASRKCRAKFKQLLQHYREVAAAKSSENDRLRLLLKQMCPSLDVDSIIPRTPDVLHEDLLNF
PAFAH1B3 inh = PAFAH1B3 enzyme inhibitors, primary screen, biochemical, fluorescence polarization, human; 0.28% of 340,000 active; recombinant PAFAH1B3, FP-rhodamine probe; AID 492972, 2010; inhibition, % at 3.39 µM;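 active = inhibition above the screen-wide average of all tested compounds plus 3 SD, cut at about 25% in these data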;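 also: 0% = enzyme with DMSO only and 100% = wells lacking PAFAH1B3 protein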
PAFAH2 inh = PAFAH2 enzyme inhibitors, primary screen, biochemical, fluorescence polarization, human. Platelet-activating factor acetylhydrolase 2, cytoplasmic (Homo sapiens), Q99487. recombinant PAFAH2, FP-rhodamine activity probe. inhibition, % at 3.39 µM. 0.99% of 340,000 active. AID 492956, 2010;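 active = inhibition above the mean over all tested compounds plus 3 SD, cut at about 30% in these data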;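 also: inhibitors block probe labeling of enzyme so polarization drops; 0% = enzyme with DMSO and 100% = wells lacking PAFAH2 protein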
GSTO1 inh = inhibitors of recombinant GSTO1, primary screen, counter-screen for RBBP9 inhibitor project, biochemical, fluorescence polarization. Glutathione S-transferase omega-1 (Homo sapiens), P78417. activity-based probe fluorescence polarization. inhibition, % at 5.96 µM. 1.1% of 300,000 active. AID 1974, 2009;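 active = inhibition above the campaign mean inhibition plus 3 SD, cut at about 35% in these data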;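 also: 0% = GSTO1-1 with DMSO and 100% = wells lacking GSTO1-1 enzyme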
Target sequence (P78417 whole entry, looked up): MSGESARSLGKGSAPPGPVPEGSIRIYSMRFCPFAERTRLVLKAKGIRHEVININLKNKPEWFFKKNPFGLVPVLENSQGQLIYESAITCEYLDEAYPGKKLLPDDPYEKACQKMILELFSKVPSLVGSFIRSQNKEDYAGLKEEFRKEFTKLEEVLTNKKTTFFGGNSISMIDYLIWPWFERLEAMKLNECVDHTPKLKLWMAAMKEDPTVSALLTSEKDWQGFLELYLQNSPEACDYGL
PREPL inhibitor = PREPL enzyme inhibitors, primary screen, biochemical, fluorescence polarization; Prolyl endopeptidase-like (Homo sapiens), Q4J6C6; recombinant PREPL, fluorescence polarization activity-based probe; inhibition, % at 5.96 µM; 0.68% of 320,000 active; AID 2751, 2010; in the data active = inhibition above about 43%;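 also: 0% = enzyme with DMSO and 100% = wells lacking enzyme; many of its hits are not listed in these tables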
LYPLA2 counter = LYPLA2 inhibitors, primary screen, counter-screen for PME1 inhibitor project, biochemical, fluorescence polarization, FP-Rh probe ABPP | Acyl-protein thioesterase 2 (Homo sapiens), O95372 | recombinant LYPLA2 | inhibition, % at 5.9 µM | 0.38% of 320,000 active | AID 2177, 2009;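 active = inhibition above the screen-wide mean plus 3 SD, limit set per campaign, cut at about 26% in these data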;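 also: 0% = LYPLA2 with DMSO and 100% = wells lacking LYPLA2 enzyme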
Target sequence (O95372 whole entry, looked up): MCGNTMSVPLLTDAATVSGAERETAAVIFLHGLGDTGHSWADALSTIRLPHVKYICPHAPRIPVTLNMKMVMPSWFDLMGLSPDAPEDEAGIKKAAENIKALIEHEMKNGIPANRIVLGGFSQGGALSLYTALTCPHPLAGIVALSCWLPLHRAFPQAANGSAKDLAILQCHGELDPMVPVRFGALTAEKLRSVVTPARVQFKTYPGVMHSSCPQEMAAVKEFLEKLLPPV
PAD4 FP inh = human PAD4 inhibitors, primary screen, biochemical, fluorescence polarization, 1536-well format. inhibition, % at 6.36 µM. recombinant PAD4, RCA probe fluorescence polarization. 0.41% of 330,000 active;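 active = percent inhibition above a cutoff equal to the mean of all tested compounds plus 3 SD, cut at about 15% in these data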;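 also: 0% = PAD4 with RCA probe and DMSO and 100% = probe without PAD4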
EBNA-1 inhibitor = EBNA-1 DNA-binding inhibitors, primary screen, biochemical, fluorescence polarization; 0.34% of 300,000 active; inhibition, % at 14.8 µM; in the data active = inhibition above about 28%
LYPLA1 counter = LYPLA1 inhibitors, primary screen, counter-screen for PME1 inhibitor project, biochemical, fluorescence polarization, FP-Rh probe ABPP; Acyl-protein thioesterase 1 (Homo sapiens), O75608; recombinant LYPLA1; inhibition, % at 5.9 µM; 0.16% of 320,000 active; AID 2174, 2009;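 active = inhibition above the mean of all tested compounds plus 3 SD, set per campaign, cut at about 14% in these data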;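 also: inhibitors block serine hydrolase probe labeling of LYPLA1 so polarization falls; 0% = enzyme with DMSO and 100% = wells lacking LYPLA1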
Target sequence (O75608 whole entry, looked up): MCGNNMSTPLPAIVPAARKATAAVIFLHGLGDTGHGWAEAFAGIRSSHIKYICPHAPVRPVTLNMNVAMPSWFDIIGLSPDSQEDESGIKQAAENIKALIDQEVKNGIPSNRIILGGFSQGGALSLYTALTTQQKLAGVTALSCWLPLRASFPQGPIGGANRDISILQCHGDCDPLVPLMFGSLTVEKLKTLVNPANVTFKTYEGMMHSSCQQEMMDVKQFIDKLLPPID
Starred values were filed as active, the others as inactive; · = no result given. A portion of the library (hit frequency here may not be typical).

SMILES	ZTA counter	PAFAH1B3 inh	PAFAH2 inh	GSTO1 inh	PREPL inhibitor	LYPLA2 counter	PAD4 FP inh	EBNA-1 inhibitor	LYPLA1 counter
C[C@H](NC(=O)c1nc[nH]c1C(=O)N[C@@H](Cc1ccccc1)C(=O)OC(C)(C)C)C(=O)OC(C)(C)C	-8	3	7	2	14	-3	5	2	-1
O=C(COc1ccccc1)Nc1nnc(S(=O)(=O)Nc2ccccc2)s1	15	2	11	-12	5	-3	7	8	-1
CCCOc1ccc(NC(=O)OC2CCN(C)CC2)cc1	-9	5	4	1	1	5	2	9	-2
NS(=O)(=O)Oc1ccccc1	-23	0	-6	6	1	1	-2	1	4
O=C(O)c1cc(/C=C/c2ccc(N3CCOCC3)c([N+](=O)[O-])c2)nc2ccccc12	-13	0	-3	-6	-11	15	5	-10	2
N#CC1c2ccccc2C=CN1C(=O)c1ccccc1 (stereo not drawn)	6	-4	3	-1	1	8	-2	3	0
COc1ccccc1Oc1ccc2c(c1)C(=O)N(c1ccc(Br)c3cccnc13)C2=O	-5	8	1	-1	-6	6	-3	-1	2
O=C(COC(=O)c1cc(=O)[nH]c2ccccc12)Nc1ccc(F)cc1	·	1	-5	·	12	·	-3	·	·
CCOC(=O)C(CC)/C(C)=N\NC(=O)c1cccc(C)c1 (stereo not drawn)	4	0	8	0	4	-6	-6	8	-3
Cc1nc(C(C)NC(=O)CCc2nnc(-c3ccsc3)o2)cs1 (stereo not drawn)	8	3	-3	12	-6	-5	2	-1	0
Cn1c(S(=O)(=O)O)nc2ccccc21	-3	3	-6	1	-8	7	-1	1	2
CCOC(=O)c1c(NC(=O)COC(=O)CCOc2ccc(C)cc2)sc(C(=O)N(C)C)c1C	3	-3	6	11	36	0	1	1	-2
Cc1ccc(Oc2ncccc2CO)cc1	1	6	6	6	-2	-1	-2	-5	1
Cc1csc(/N=C/N(C)C)c1C#N	-14	6	14	2	1	-3	-2	-1	1
Cc1ccc(-c2nn(-c3ccc(F)cc3)cc2C(=O)NC2CCC(O)CC2)cc1 (stereo not drawn)	-11	16	12	-7	1	0	4	1	-2
CCOC(=O)C1(CC2CC2)CCN(C(=O)c2ocnc2C)CC1	-5	13	3	-1	12	1	2	-1	0
Cc1cc(C)cc(C(=O)NC(CC(N)=O)c2ccc(N3CCCCCC3)c([N+](=O)[O-])c2)c1 (stereo not drawn)	-2	5	-2	9	10	-5	4	-8	-2
CC(NC(=O)COC(=O)C1CSC2(C)CCC(=O)N12)C12CC3CC(CC(C3)C1)C2 (stereo not drawn)	5	9	-4	1	-8	1	-1	-7	6
O=C(CSc1ccc(-c2cccs2)nn1)N1CCCCCC1	1	2	-6	2	2	5	-2	-4	0
Cc1noc(C)c1COc1ccc(C(=O)Nc2ccccn2)cc1	7	-2	-23	0	6	3	-2	2	4
Cc1ccc(S(=O)(=O)CC(=O)Nc2ccc(S(=O)(=O)Nc3ccccn3)cc2)cc1	-1	1	-4	6	-1	-2	2	-7	-1
CCc1nc(SCc2ccc(C(=O)OC)o2)n[nH]1	-3	0	-3	-3	4	-6	0	-1	-1
CSc1nnc(C(C)(C)C)c(=O)n1/N=C/c1ccc(Cl)cc1	-8	4	3	4	18	2	-4	-5	-2
CN(C(=O)c1ccccc1-c1ncc[nH]1)C1CCCN(Cc2ccccc2F)C1 (stereo not drawn)	-4	-5	1	7	14	4	0	9	2
COc1ccccc1-n1c(=O)[nH]c2c(C(N)=O)nc(-c3cccnc3)nc21	3	10	6	0	5	-2	-2	6	-3
Cc1ccc(-c2nc(SC(C)C(=O)c3c(N)n(C)c(=O)n(C)c3=O)n[nH]2)cc1 (stereo not drawn)	-2	14	2	2	2	-3	-4	0	-4
COc1ccc(NC(=O)Cn2nnc(C(=O)NCc3ccc4c(c3)OCO4)c2N)c(OC)c1	-3	6	-6	7	-3	-7	2	-3	-1
CCOc1ccc(N(CC)C(=O)COc2cc(=O)n(CC)c3ccccc23)cc1	3	5	-2	-7	-10	4	-6	-13	3
CC1CCCN(C(=O)Cc2cccc3ccccc23)C1 (stereo not drawn)	2	1	-2	12	1	-6	-2	-12	2
Cc1onc(-c2ccccc2)c1C(=O)Nc1ccc(S(=O)(=O)Nc2nccs2)cc1	-11	6	-4	8	0	-1	1	3	1
CC/C(=N\NC(C)=O)c1ccc(OC(F)F)cc1	2	·	·	3	24	6	3	3	3
O=C(CCCN1C(=O)/C(=C/c2cccs2)SC1=S)NNC(=O)c1ccc(F)cc1	15	2	-12	-3	-7	-7	2	10	-4
Cc1ccnc(N2CCC(C(=O)NNC(=O)COc3cccc4ccccc34)CC2)n1	-11	-3	3	-1	2	-2	-5	8	0
CC1CN(CC(=O)NC(C)c2ccccc2)CC(C)O1 (stereo not drawn)	-5	4	-4	-2	2	-4	1	-4	-2
O=C(Cn1cnc2c(nnn2Cc2ccc(F)cc2)c1=O)NCc1ccc(F)cc1	5	5	-5	4	-11	1	-3	9	2
COc1ccccc1-c1nc(S(=O)(=O)c2ccc(Cl)cc2)c(N(C)C)o1	3	1	0	-2	-6	-3	0	-3	-4
NC(=O)c1ccsc1NC(=O)COC(=O)C1CC2CCCC(C1)C2=O (stereo not drawn)	-8	0	8	5	12	9	3	-4	5
O=C(Nc1ccc(Cl)cc1)c1cncs1	4	10	1	-1	-6	-5	1	-5	-3
COCc1c(Br)c(C)nc(OCC(=O)N/N=C/c2ccco2)c1C#N	-21	-4	5	4	4	8	1	10	2
CCOC(=O)c1c(NC(=O)C2CC(Cl)=CCC2C(=O)O)sc2c1CCCCC2 (stereo not drawn)	8	18	38*	26	8	14	-3	8	3
CCN(CC(=O)Nc1ccc(NC(C)=O)cc1)S(=O)(=O)/C=C/c1ccccc1	·	-2	1	·	4	·	-9	·	·
COc1ccccc1N1CCN(C(=O)CCS(=O)(=O)c2ccc3c(c2)NC(=O)C(C)S3)CC1 (stereo not drawn)	-8	6	4	0	26	17	2	10	4
COc1cccc(NC(=O)n2ncc3c(C)cccc32)c1	14	-1	-13	1	-3	-11	-4	12	-9
COc1cccc(C=O)c1OCCCOc1cccc2cccnc12	-12	4	5	-3	9	-2	-3	-13	4
O=C(Nc1ccc(Br)cc1)c1cc2ccccn2n1	-3	6	-3	2	-10	0	-1	4	2
Cc1cccc(N2CCN(C(=O)NC(C)c3ccc(F)c(F)c3)CC2)c1C (stereo not drawn)	4	6	-10	-4	2	-1	-5	-11	-2
Cc1cc2c(cc1S(=O)(=O)N1CCCCC1)OCC(=O)N2	-2	-7	1	7	-5	1	2	5	1
Fc1ccc(-c2nnc(NC3=NCCCCC3)o2)cc1	13	-1	-1	-5	9	1	-1	-11	-3
O=S(=O)(c1cc(Cl)ccc1Cl)N1CCN2CCCC2C1 (stereo not drawn)	-28	3	5	-5	25	-8	-2	4	-5
O=C(CSc1nc2ccsc2c(=O)n1Cc1ccccc1)NCc1ccco1	-8	5	-3	2	-2	2	1	-8	2

(further entries)
SMILES	ZTA counter	PAFAH1B3 inh	PAFAH2 inh	GSTO1 inh	PREPL inhibitor	LYPLA2 counter	PAD4 FP inh	EBNA-1 inhibitor	LYPLA1 counter
Cc1cccc(NC(=O)CN2C(=O)S/C(=C\C(=O)Nc3ccc(Cl)cc3)C2=O)c1	18	9	-8	8	-6	1	3	0	-1
COC(=O)c1ccccc1NC(=O)c1cc(C)no1	23	-5	-2	0	21	1	-1	6	0
Cc1cc(=O)[nH]c(SCC(=O)Nc2ccc3c(c2)OCCO3)n1	-6	9	-1	-2	0	6	3	-10	2
CCOC(=O)N/N=C(C)/C=C/c1ccccc1	0	7	2	-1	4	-6	-3	-6	1
Cc1cc(C(=O)NNC2CC(=O)N(c3ccc4ccccc4c3)C2=O)c(C)o1 (stereo not drawn)	7	8	-4	7	-1	-6	-5	-4	-1
Cc1nc(NC(=O)CSc2nnc(-c3ccncc3)n2C)sc1C	-2	9	2	3	15	3	1	-12	2
COc1ccc(C(=O)NCCc2ccccn2)cc1S(=O)(=O)Nc1ccc(Br)cc1	-8	0	4	·	-4	1	5	·	0
CC(C)OC(=O)C1C(=O)CC(C)(O)C(C(=O)OC(C)C)C1c1cccnc1 (stereo not drawn)	-4	1	2	-2	-5	-1	0	9	0
CC1(C)CC2CC(C)(CN2C(=O)c2cccs2)C1 (stereo not drawn)	5	0	-9	-3	3	-2	1	6	0
CCOc1ccccc1C(=O)NCC(=O)OCC(=O)NCCc1ccc(S(N)(=O)=O)cc1	4	-4	7	-3	2	6	-4	13	2

Rewritten with two lines to a compound: twelve of the compounds above
The line under a structure holds: ZTA counter	PAFAH1B3 inh	PAFAH2 inh	GSTO1 inh	PREPL inhibitor	LYPLA2 counter	PAD4 FP inh	EBNA-1 inhibitor	LYPLA1 counter
O=S(=O)(c1cc(Cl)ccc1Cl)N1CCN2CCCC2C1 (stereo not drawn)
    -28	3	5	-5	25	-8	-2	4	-5
O=C(CSc1nc2ccsc2c(=O)n1Cc1ccccc1)NCc1ccco1
    -8	5	-3	2	-2	2	1	-8	2
Cc1cccc(NC(=O)CN2C(=O)S/C(=C\C(=O)Nc3ccc(Cl)cc3)C2=O)c1
    18	9	-8	8	-6	1	3	0	-1
COC(=O)c1ccccc1NC(=O)c1cc(C)no1
    23	-5	-2	0	21	1	-1	6	0
Cc1cc(=O)[nH]c(SCC(=O)Nc2ccc3c(c2)OCCO3)n1
    -6	9	-1	-2	0	6	3	-10	2
CCOC(=O)N/N=C(C)/C=C/c1ccccc1
    0	7	2	-1	4	-6	-3	-6	1
Cc1cc(C(=O)NNC2CC(=O)N(c3ccc4ccccc4c3)C2=O)c(C)o1 (stereo not drawn)
    7	8	-4	7	-1	-6	-5	-4	-1
Cc1nc(NC(=O)CSc2nnc(-c3ccncc3)n2C)sc1C
    -2	9	2	3	15	3	1	-12	2
COc1ccc(C(=O)NCCc2ccccn2)cc1S(=O)(=O)Nc1ccc(Br)cc1
    -8	0	4	·	-4	1	5	·	0
CC(C)OC(=O)C1C(=O)CC(C)(O)C(C(=O)OC(C)C)C1c1cccnc1 (stereo not drawn)
    -4	1	2	-2	-5	-1	0	9	0
CC1(C)CC2CC(C)(CN2C(=O)c2cccs2)C1 (stereo not drawn)
    5	0	-9	-3	3	-2	1	6	0
CCOc1ccccc1C(=O)NCC(=O)OCC(=O)NCCc1ccc(S(N)(=O)=O)cc1
    4	-4	7	-3	2	6	-4	13	2

High-throughput results as filed in PubChem BioAssay.
